Source: PubChem BioAssay (several laboratories)
BoNT-A LC inh2 = inhibitors of Botulinum neurotoxin A light chain protease. 360,000 compounds, 0.17% hits. AID 588499. inhibition, % at 10 µM. multiplex microsphere protease substrate cleavage, flow cytometry; in the data active means inhibition above about 30%; inconclusive means no clear call, values can overlap the other calls; further: plate controls were buffer without enzyme for full effect and enzyme alone for no effect
CCHFV vOTU inh = blocks the CCHF virus ovarian tumor domain protease. 370,000 compounds, 0.55% hits. AID 651958. CCHFV vOTU protease, Pep-AMC fluorescence. inhibition, % at 11.5 µM; further: 0% = vehicle wells with enzyme and 100% = no enzyme wells
FadD28 FP inh = blocks FadD28 binding to the bisubstrate probe. 360,000 compounds, 0.22% hits. inhibition, % at 12.5 µM. fluorescence polarization; in the data active means inhibition above about 8.5%, passing the limit was not always enough; inconclusive means no clear call, values can overlap the other calls
Mtb BioA inh = inhibitors of Mycobacterium tuberculosis BioA enzyme; purified M. tuberculosis BioA enzyme, plate reader; inhibition, % at 9.99 µM; 360,000 compounds, 0.096% hits; AID 602481; in the data active means inhibition above about 40%; inconclusive means no clear call, values can overlap the other calls
Mtb FBA inh = inhibits M. tuberculosis FBA enzyme | purified M. tuberculosis FBA, fluorescence read-out | inhibition, % at 1 µM | 360,000 compounds, 2.3% hits; in the data active means inhibition above about 27%;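 further: 0% = vehicle and 100% = reference inhibitor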
Target sequence (P9WQA3 whole entry, looked up): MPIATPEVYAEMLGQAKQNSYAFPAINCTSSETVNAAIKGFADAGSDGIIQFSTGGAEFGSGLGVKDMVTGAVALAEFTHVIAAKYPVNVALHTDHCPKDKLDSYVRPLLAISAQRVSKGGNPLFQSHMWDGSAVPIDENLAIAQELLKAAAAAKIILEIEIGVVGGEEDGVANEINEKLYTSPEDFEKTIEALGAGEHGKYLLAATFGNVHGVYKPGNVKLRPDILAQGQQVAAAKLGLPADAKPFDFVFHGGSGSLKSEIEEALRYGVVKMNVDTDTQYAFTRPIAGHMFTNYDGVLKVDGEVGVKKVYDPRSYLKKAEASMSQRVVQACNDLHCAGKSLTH
PrPC surface inh = reduces human prion protein on the cell surface; P04156; cell surface PrPC, TR-FRET read-out; inhibition, % at 13.8 µM; 370,000 compounds, 0.43% hits; AID 720596; in the data active means inhibition above about 24%; further: 0% = median of the test wells and 100% = reference compound wells
BoNT F protease = BoNT F light chain protease inhibition | Multiplex microsphere protease cleavage assay, flow cytometry | inhibition, % at 10 µM | AID 588497 | 360,000 compounds, 0.22% hits; in the data active means inhibition above about 35%, passing the limit was not always enough; inconclusive means no clear call, values can overlap the other calls; further: plate controls were buffer without enzyme for full effect and enzyme alone for no effect
GDH-TPI inh = GDH-TPI coupled enzyme inhibition counter-screen. inhibition, % at 4.8 µM. 360,000 compounds, 1.2% hits. GDH-TPI coupled enzyme counterscreen, NADH absorbance;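 further: 0% = DMSO wells and 100% = wells lacking the enzyme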
UGM FP inh = Mtb UDP-galactopyranose mutase inhibition; purified UGM, fluorescence polarization probe displacement; inhibition, % at 10 µM; 320,000 compounds, 0.06% hits; in the data active means inhibition above about 10%, passing the limit was not always enough; inconclusive means no clear call, values can overlap the other calls
Target sequence (P9WIQ1 whole entry, looked up): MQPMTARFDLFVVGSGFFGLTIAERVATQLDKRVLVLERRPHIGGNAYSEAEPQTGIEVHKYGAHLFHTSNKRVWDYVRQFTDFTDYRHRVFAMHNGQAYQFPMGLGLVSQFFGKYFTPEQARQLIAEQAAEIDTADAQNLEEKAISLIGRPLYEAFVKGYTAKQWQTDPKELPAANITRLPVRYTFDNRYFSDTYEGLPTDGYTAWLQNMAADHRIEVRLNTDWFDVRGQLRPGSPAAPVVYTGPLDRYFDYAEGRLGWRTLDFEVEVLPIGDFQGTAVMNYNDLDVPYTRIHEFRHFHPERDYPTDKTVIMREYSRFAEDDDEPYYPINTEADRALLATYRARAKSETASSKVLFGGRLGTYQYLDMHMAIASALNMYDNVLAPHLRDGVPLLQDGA
* = called active by the depositor; ? = inconclusive; . = not tested or not shown. Unless noted, no stated cut-off is given here; in the data, active means inhibition above about 30%; inactive means the rest.

A first look, two compounds:
SMILES | BoNT-A LC inh2 | CCHFV vOTU inh | FadD28 FP inh | Mtb BioA inh | Mtb FBA inh | PrPC surface inh | BoNT F protease | GDH-TPI inh | UGM FP inh
CC(=O)Nc1cccc(NC(=O)CSc2ccc(-c3cccnc3)nn2)c1 | 0.2 | 0 | -0.9 | . | -1 | -6 | -6 | 2 | 1.3
CC1CCC(=C(C#N)c2nc(-c3cc4ccccc4oc3=O)cs2)CC1 (stereo not drawn) | 0.4 | . | -0.7 | -0.6 | 6 | . | -21 | 5 | -1.1

Results, from the start:
SMILES | BoNT-A LC inh2 | CCHFV vOTU inh | FadD28 FP inh | Mtb BioA inh | Mtb FBA inh | PrPC surface inh | BoNT F protease | GDH-TPI inh | UGM FP inh
CC(=O)Nc1cccc(NC(=O)CSc2ccc(-c3cccnc3)nn2)c1 | 0.2 | 0 | -0.9 | . | -1 | -6 | -6 | 2 | 1.3
CC1CCC(=C(C#N)c2nc(-c3cc4ccccc4oc3=O)cs2)CC1 (stereo not drawn) | 0.4 | . | -0.7 | -0.6 | 6 | . | -21 | 5 | -1.1
Cc1ccc(N(C(=O)c2csnn2)C(C(=O)NC2CCCC2)c2ccccn2)c(C)c1 (stereo not drawn) | -1.5 | 13 | -5.2 | -1.9 | 1 | 9 | 5 | 10 | 3.0
O=C(O)c1cccc(CN2C(=O)S/C(=C/c3cccc([N+](=O)[O-])c3)C2=O)c1 | 1.5 | -3 | -2.4 | . | 1 | 4 | -2 | 44* | -0.2
O=C(CCn1cccc1)NCc1ccc(Cl)cc1 | 0.1 | 6 | -3.5 | -0.3 | 8 | 1 | 0 | -2 | 1.1
CC(C)c1ccc(S(=O)(=O)N2CCC(C(=O)N3CCN(c4cccc(Cl)c4)CC3)CC2)cc1 | -1.3 | 7 | -0.6 | -2.4 | -1 | -5 | -4 | 4 | .
Cc1cc(C)c[n+](CC(=O)c2ccccc2)c1 | 0.7 | -2 | 2.0 | -0.9 | 1 | 2 | ? | 4 | 2.3
O=C(CSc1nc2sccc2c(=O)[nH]1)N1CCN(c2ccccc2)CC1 | 1.0 | 27 | 0.5 | -1.2 | 1 | -7 | -4 | 2 | -2.4
CCNC(=O)C(=O)Nc1ccc2c(c1)N(S(=O)(=O)c1cccs1)CCC2 | -1.3 | -4 | -3.0 | -0.2 | 1 | -7 | -5 | 7 | -4.2
CC1CCc2c(sc3ncnc(SC(C)C(=O)NCC4CCCO4)c23)C1 (stereo not drawn) | 1.5 | 5 | -0.4 | . | -1 | 3 | -4 | 5 | -0.8
CCOC(=O)/C(=N/Nc1ccccc1)Sc1nnc(CCc2ccccc2)n1-c1ccccc1 | 0.1 | 9 | -1.5 | . | -2 | 4 | 0 | 6 | -0.1
Cc1nc(-c2ccc([N+](=O)[O-])cc2)sc1C(=O)O | -0.6 | 4 | -1.7 | 2.2 | 0 | -40 | -2 | 25 | 0.4
C1CNC(C23CC4CC(CC(C4)C2)C3)=N1 | -0.5 | 13 | -3.6 | 0.9 | 2 | 2 | -2 | 1 | -3.3
COc1ccc(CN(C(=O)c2ccco2)c2ccccc2)cc1 | -1.0 | -7 | -4.4 | 0.6 | 3 | -2 | -11 | 3 | 2.5
NS(=O)(=O)c1ccc(CCNc2ccn3nc(-c4ccccc4)cc3n2)cc1 | -0.2 | -14 | -1.7 | -3.2 | 21 | -8 | -5 | 19 | .
COc1ccccc1-n1ccnc(SCC(=O)NC2CCCCC2)c1=O | -2.0 | -5 | -2.8 | 1.3 | 0 | 1 | -2 | 7 | .
O=[N+]([O-])c1ccccc1SN(Cc1ccccc1)c1ccccn1 | 0.1 | 3 | -13 | . | -2 | -11 | -5 | 12 | 3.2
COc1ccc(C(=O)N/C(=C/c2cccs2)C(=O)N2CCN(C)CC2)cc1 | 0.8 | 2 | 0.8 | -1.3 | 4 | -10 | 8 | 15 | .
COc1cc(OC)c2c(C)cc(=O)oc2c1C(CCN1CCN(c2ccccc2)CC1)c1ccc2c(c1)OCO2 (stereo not drawn) | -0.9 | 3 | -1.5 | -1.1 | 5 | -1 | -1 | 8 | 1.9
COc1ccc(C(=O)COC(=O)C2CCC(=O)N2)cc1 (stereo not drawn) | 0.0 | 7 | -1.1 | . | 2 | -3 | -5 | 10 | -0.2
Cc1cc2ncn(/N=C/c3cccnc3)c2cc1C | 0.5 | 11 | -2.3 | 2.7 | -5 | -6 | 16 | 19 | 0.2
O/N=C/c1cccn1-c1ccc(O)cc1 | -1.4 | 0 | -1.0 | -0.4 | -1 | -2 | -4 | 5 | 4.2
CCCCCCCCCCOC(=O)Cn1c(COc2ccccc2C)[n+](C)c2ccccc21 | -4.6 | . | -27 | 19 | 4 | . | -17 | 11 | 1.6
CN1C(=O)NC(=O)C2(CCCC2)C1=O | -0.2 | -23 | -2.6 | -1.1 | -3 | -3 | 1 | 4 | .
C/C(=N\NC(=O)c1ccncc1)c1c(O)n(Cc2ccccc2)c(=O)[nH]c1=O | 2.0 | 11 | -1.9 | 1.7 | 3 | 2 | ? | 29 | -2.0
COc1cc(CCC(=O)NNC(=O)c2ccc(C)cc2)cc(OC)c1OC | -0.4 | -8 | -2.5 | 0.4 | 0 | 6 | -5 | 14 | -1.2
CCN1CCN(C(=S)c2ccc(OCC(=O)Nc3ccc(OC)cc3)cc2)CC1 | 0.5 | 3 | -0.3 | -0.6 | 2 | 9 | -2 | 8 | 0.0
Cc1nn(Cc2ccccc2Cl)c(C)c1C(=O)OCC(=O)N1CC(C)OC(C)C1 (stereo not drawn) | -0.5 | 3 | 0.0 | -0.8 | 0 | 4 | -7 | 1 | 3.4
Cc1ccc(NC(=O)CSc2nc3[nH]ncc3c(=O)[nH]2)cc1Cl | ? | 4 | 1.1 | . | 3 | 1 | ? | 1 | -4.3
CCN(CC)CCNC(=O)c1cn(CC)c2ccc(S(=O)(=O)N3CCc4ccccc4C3)cc2c1=O | -0.7 | 19 | -2.4 | 59* | 3 | -11 | -5 | 3 | 0.3
COCCNc1nc2cc(-c3ccc(F)cc3)sc2c(=O)n1C | -0.1 | 0 | -0.3 | -4.4 | 11 | -12 | -2 | 9 | .
CONC(=O)Nc1ccccc1[N+](=O)[O-] | -3.4 | 0 | 0.2 | . | -1 | -16 | -34 | 3 | -0.1
CC(C)(C)c1cc(NC(=O)c2cccnc2)no1 | -0.7 | 4 | -1.7 | 1.7 | 2 | -5 | 2 | 12 | -0.9
CCOc1ccc2nc(NC(=O)C(CCSC)NS(=O)(=O)c3cccs3)sc2c1 (stereo not drawn) | -0.4 | . | -1.3 | 1.3 | -1 | . | 10 | 8 | 0.7
COc1ccc(NC(=O)c2ccccc2N(Cc2ccccc2)S(C)(=O)=O)cc1 | 0.5 | -9 | -4.0 | 3.5 | 2 | -9 | -4 | -6 | 1.5
O=C(NCc1cccs1)c1ccc(S(=O)(=O)N2CCCCC2)cc1 | -1.6 | 8 | -0.1 | . | 5 | 3 | 0 | 3 | -1.0
O=C(OC1CSc2nc3ccccc3n2C1)c1ccco1 (stereo not drawn) | 1.0 | -6 | -4.3 | 2.8 | -4 | 1 | 0 | 2 | -0.4
Cc1cc(C)nc(NC(=O)/C=C/c2ccc(Cl)cc2Cl)c1 | 0.0 | 4 | -0.1 | 3.3 | 0 | 1 | -4 | 15 | 0.1
Fc1ccc(CNCc2ccc(Br)cc2)cc1 | -0.3 | -17 | 0.1 | . | 4 | -1 | -9 | 4 | -0.2
COc1cc2cc(C(c3nnnn3C3CCCCC3)N(C)C3CCCCC3)c(=O)[nH]c2cc1OC (stereo not drawn) | 2.9 | . | -0.7 | . | 24 | . | 4 | 30 | 0.4

Looked up by structure from the entries so far (two):
SMILES | BoNT-A LC inh2 | CCHFV vOTU inh | FadD28 FP inh | Mtb BioA inh | Mtb FBA inh | PrPC surface inh | BoNT F protease | GDH-TPI inh | UGM FP inh
Fc1ccc(CNCc2ccc(Br)cc2)cc1 | -0.3 | -17 | 0.1 | . | 4 | -1 | -9 | 4 | -0.2
CCOc1ccc2nc(NC(=O)C(CCSC)NS(=O)(=O)c3cccs3)sc2c1 (stereo not drawn) | -0.4 | . | -1.3 | 1.3 | -1 | . | 10 | 8 | 0.7

Following part:
SMILES | BoNT-A LC inh2 | CCHFV vOTU inh | FadD28 FP inh | Mtb BioA inh | Mtb FBA inh | PrPC surface inh | BoNT F protease | GDH-TPI inh | UGM FP inh
Cc1ccc(S(=O)(=O)NC(=O)Nc2ccc(Cl)cn2)cc1 | 0.8 | -10 | -0.4 | -1.2 | 0 | 1 | 0 | 2 | 1.6
CN(C)/C=C/C(=O)/C=C/c1ccc(Cl)cc1 | -0.4 | 1 | -0.1 | . | -1 | -8 | -12 | 16 | -0.1
C[C@H](O)[C@@H]1C(=O)N2CCc3ccc(-c4cccc(F)c4)cc3[C@@H]2C[C@@H]1N(C)C(=O)Nc1ccccc1 | 0.4 | -1 | -0.5 | 2.8 | 10 | -4 | -5 | 3 | .
COc1ccc(OC)c(NC(=O)CN2C(=O)c3ccccc3S2(=O)=O)c1 | -0.5 | 4 | -2.3 | 0.5 | -2 | -1 | -6 | -8 | -1.6
COc1cccc(N2CC(NC(=O)c3cccc4ccccc34)CC2=O)c1 (stereo not drawn) | 0.1 | -6 | -2.4 | . | -2 | -4 | -4 | 2 | 2.2
CCOc1cccc(C(=O)NC(=S)Nc2ccc(N3CCCC3)cc2)c1 | 0.9 | 5 | -2.7 | 0.7 | 1 | -3 | -14 | 11 | -0.2
CCOC(=O)c1ccc(N2C=C(C(=O)OC)C(c3ccc(OC)c(O)c3)C(C(=O)OC)=C2)cc1 | -1.9 | -16 | -3.2 | 0.4 | 5 | -2 | 5 | 4 | -0.3
COC(=O)C(C)Sc1nc(N)c(NC(=O)c2ccco2)c(=O)[nH]1 (stereo not drawn) | -0.6 | -6 | 0.4 | -7.2 | -4 | -4 | 1 | 4 | -1.9
CC(C)Oc1cccc(C(=O)Nc2ccc(N3CCN(C)CC3)cc2)c1 | 2.1 | -5 | -3.0 | 5.1 | 0 | 5 | ? | -13 | 0.2
OCCCNc1ncnc2c1ncn2[C@H]1CN(Cc2cccs2)C[C@@H](CO)O1 | 0.9 | -10 | -0.9 | 0.4 | 2 | -3 | -10 | 10 | .
COc1ccc(NC(=O)C2CCN(S(C)(=O)=O)CC2)cc1 | -0.1 | -12 | -1.6 | 2.7 | 0 | -8 | -6 | -6 | -2.6
COC1=CC(=O)C=C(OC)C1=O | 0.6 | 2 | -3.3 | -1.1 | -2 | -1 | -1 | 16 | .
Cc1ccc(S(=O)(=O)N(C)c2nc3ccccc3n3c(C(C)C)nnc23)cc1 | 5.0 | 8 | -0.6 | 9.2 | 0 | -4 | 5 | 7 | -1.1
Cc1ccc(S(=O)(=O)N2CCOC2CNC(=O)C(=O)NCc2ccco2)cc1 (stereo not drawn) | 0.3 | 3 | -2.7 | -0.1 | 3 | -11 | -7 | -1 | -2.8
Cc1ccsc1-c1cc2nc(NCCCN(C)C)n(C)c(=O)c2s1 | 1.8 | -39 | -6.1 | 0.8 | 9 | -13 | -4 | 26 | .
CC1(C)OCC(C2CC(c3ccccc3)NS(=O)(=O)O2)O1 (stereo not drawn) | 0.2 | 6 | 0.6 | -4.2 | -3 | -6 | 1 | 0 | -0.9
Cc1ccccc1OCC(=O)NC(=S)Nc1ccccc1N1CCN(S(C)(=O)=O)CC1 | 1.4 | 19 | -2.5 | -1.0 | -1 | -4 | -6 | -7 | -1.2
CN(NC(=O)/C=C/C(=O)O)c1ncc(C(F)(F)F)cc1Cl | 0.3 | -15 | -2.8 | -1.9 | -8 | 2 | 2 | -4 | -2.8
Cc1ccccc1CN1C[C@@H]2C[C@@H](c3cn[nH]c3-c3ccc(F)cc3)N3CCC[C@@]23C1=O | 0.4 | 10 | -2.3 | . | 0 | 1 | 0 | 10 | 0.7
Cc1cc(C)c(C#N)c(Nc2cccc(C)c2C)n1 | 0.0 | 1 | -4.9 | -0.9 | 2 | -6 | -14 | 0 | -1.8
O=C1OCC/C1=C\NCCCCCCCCN/C=C1\CCOC1=O | -0.7 | 0 | -2.1 | 0.5 | 2 | -7 | -5 | 11 | .
Cc1cccc(CC(=O)NCC2CCCCC2)c1 | -1.4 | . | 1.5 | -0.8 | -1 | . | 5 | -3 | -1.2
Cc1cc(C)c2nc(SCC(=O)NCCN3C(=O)CSC3=O)cc(C)c2c1 | 1.9 | -13 | 1.7 | -1.3 | 6 | 2 | -4 | 9 | 0.4
